MgcRacGAP inhibition: MgcRacGAP GTPase-activating activity inhibitors, confirmation, biochemical, ADP Hunter fluorescence; MgcRacGAP-stimulated Rac1 GTP hydrolysis, ADP Hunter fluorescence; higher % means a stronger effect; GST-tagged Rac1 F28L mutant substrate; inhibition, % at 30 µM; hits with a dose series show IC50 in µM; actives 0.6% (n = 340,000);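 active means first-screen hits whose inhibition reached a set limit at any dose in the follow-up dose series; inconclusive means inhibition above the set first-screen limit but never retested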;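 further: fluorescence reports GDP produced by GAP-driven GTP hydrolysis; strong numbers were not always called active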
SIAH1 antagonists: blockers of Siah-1 interaction with plectin peptide – biochemical, fluorescence polarization, rhodamine-plectin, uHTS, primary screen (AID 1817); actives 0.02% (n = 290,000); displacement, % at 20 µM; hits with a dose series show IC50 in µM; Siah-1 / rhodamine-plectin peptide fluorescence polarization; higher % means a stronger effect;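 active means displacement of at least 50% at 20 µM, with a fluorescence ratio check between 0.3 and a set limit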;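 further: plate controls were Siah plus tracer with DMSO for no effect and tracer alone without Siah for full effect; strong numbers were not always called active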
Dengue-2 NS5 capping: flavivirus cap methylation enzyme inhibition – biochemical, confirmation dose response, primary screen (AID 588689). Dengue-2 NS5 methyltransferase capping enzyme assay, biochemical; higher % means a stronger effect. inhibition, % at 25 µM, or IC50 in µM where a hit was titrated. actives 0.3% (n = 340,000); in the data active means a potency from the dose series; inconclusive means inhibition above about 29% without an active follow-up result
AID2073: disruptors of CaV2.2 binding to Mint1 – biochemical, HTRF (AID 2073); HTRF protein-protein interaction, Mint1-CaV2.2; higher % means a stronger effect; inhibition, % at 20 µM; hits with a dose series show IC50 in µM; actives 0.19% (n = 290,000); in the data active means inhibition mostly above about 51%, no sharp cut-off; inconclusive means no clear call, values can overlap the other calls; inactive means mostly below about 53%; further: some results filed as inactive read as strong as hits
UTI89 phage lysis: inhibition of K1F phage lysis, E. coli UTI89, bacterial capsule biogenesis inhibitors, alamar blue (AID 488966); E. coli UTI89 K1F phage lysis, alamar blue, 2 h; higher % means a stronger effect; one-dose inhibition, % at 100 µM; IC50 in µM for titrated hits; actives 0.02% (n = 340,000);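 active means phage lysis inhibition, versus mean bacterial control, above a set limit; inconclusive means no clear call, values can overlap the other calls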;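 further: capsule biogenesis inhibitors block K1F phage lysis so surviving cells raise fluorescence; higher fluorescence means more inhibition of phage lysis; actives were called in the ten point dose series up to 300 µM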
RSV CPE inhibition: inhibition of RSV-induced cytopathic effect – HEp-2 cells, primary 10 µM value included (AID 2391); HEp-2 cells, RSV-induced CPE inhibition; higher % means a stronger effect; CPE inhibition, % at 10 µM, or IC50 in µM where a hit was titrated; actives 0.13% (n = 310,000); in the data active means a potency from the dose series; inconclusive means CPE inhibition mostly from about 23% at the one dose, without a potency; inactive means the rest, 99 in 100 with CPE inhibition below about 21%; further: strong numbers were not always called active
West Nile virus CPE: West Nile virus antiviral activity, cell-based, CPE readout (AID 1621). West Nile virus-infected cells, CPE inhibition; higher % means a stronger effect. CPE inhibition, % at 10 µM; hits with a dose series show IC50 in µM. actives 0.02% (n = 290,000); in the data active means a potency from the dose series; inconclusive means CPE inhibition mostly from about 3.7% at the one dose, without a potency; inactive means the rest, 99 in 100 with CPE inhibition below about 2.2%; further: strong numbers were not always called active
Large T inhibition: SV40 large T antigen inhibitors, biochemical (AID 1903) | SV40 large T antigen ATPase/helicase inhibition assay; higher % means a stronger effect | one-dose inhibition, % at 20 µM; IC50 in µM for titrated hits | actives 0.39% (n = 310,000); in the data active means a potency from the dose series; inconclusive means inhibition mostly from about 32% at the one dose, without a potency; inactive means the rest, 99 in 100 with inhibition below about 32%; further: strong numbers were not always called active
NTR1 agonist: NTR1-driven beta-arrestin-GFP spot formation – imaging, U2OS cells, high content, primary screen (AID 493036); P30989; agonist mode; activation, % at 20 µM; actives 0.17% (n = 330,000);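 active means activation at or above 40% of the spot to cytoplasm intensity ratio, with at least 20 cells analyzed; inconclusive means wells under 20 cells, flagged as cytotoxic or low count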;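 further: 0% = DMSO without peptide and 100% = 100 nM NTR1 peptide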
Target sequence (P30989 whole entry, looked up): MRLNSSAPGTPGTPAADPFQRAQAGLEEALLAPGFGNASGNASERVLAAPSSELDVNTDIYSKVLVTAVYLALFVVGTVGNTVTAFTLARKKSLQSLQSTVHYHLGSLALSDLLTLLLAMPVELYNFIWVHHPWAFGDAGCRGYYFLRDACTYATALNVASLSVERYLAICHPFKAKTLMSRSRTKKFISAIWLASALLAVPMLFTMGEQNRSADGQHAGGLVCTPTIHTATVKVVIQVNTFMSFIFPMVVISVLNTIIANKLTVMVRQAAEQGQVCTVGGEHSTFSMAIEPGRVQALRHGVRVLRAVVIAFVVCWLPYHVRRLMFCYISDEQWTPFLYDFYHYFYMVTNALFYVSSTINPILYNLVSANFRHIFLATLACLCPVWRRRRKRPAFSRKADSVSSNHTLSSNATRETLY
NTR1 agonist cell count 20 µM: second read-out of NTR1 agonist, no call of its own (marks repeat the call); cell count; measured here: cell count, cytotoxicity flag
Dengue-2 NS5 capping pilot replicate: also measured in Dengue-2 NS5 capping; calls as there; inhibition, %; measured here: pilot screen replicate inhibition
Numbers without * were called inactive; u = inconclusive; x = no result given; [ ] = another dose, or the depositor's remark. This is a random part of the collection, and some 1.6% of all compounds hit somewhere here.

SMILES | MgcRacGAP inhibition | SIAH1 antagonists | Dengue-2 NS5 capping | AID2073 | UTI89 phage lysis | RSV CPE inhibition | West Nile virus CPE | Large T inhibition | NTR1 agonist | NTR1 agonist cell count 20 µM | others
Cn1c(SCC(=O)OC2CCCCC2)nnc1-c1ccc2c(c1)OCO2 | -7% | 0% | -4% | -12% | 0.4% | 0.5% | 0.3% | 24% | 1.3 | 74
O=C(CNC(=O)c1ccc(Br)o1)NNC(=O)c1ccc(Cl)cc1 | 3% | x | -2% | x | 1.6%[50 µM] | 2.8% | x | x | -0.2 | 63
CCOC(=O)c1cc(-c2ccccc2)sc1NC(=O)CSc1nncs1 | 12% | -3% | -1% | 14% | -0.4% | u | 0.2% | 7% | 6.6 | 42
COc1ccccc1CCc1nnc(CCC(=O)NCC[C@@H]2C[C@@H]3C=C[C@H]2C3)o1 | -1% | -8% | -10% | -10% | 0.2% | 1.1% | 0.2% | 5% | -0.4 | 39
Cc1cc(NC(=O)CCC(=O)N(c2ccccc2)C(C(=O)NC2CCCC2)c2ccncc2)no1 (stereo unspecified) | -3% | 1% | 2% | -2% | 2.4% | 1.1% | -0.2% | 5% | -0.6 | 63
Cc1cccc(C)c1OCC(=O)NNC(=O)CNC(=O)c1ccc(OC(F)F)cc1 | 2% | x | 0% | x | 1.4% | 1.2% | x | x | 2.0 | 59
Cc1nn(C)cc1NC(=O)CCSc1nc(-c2ccco2)cc(C(F)(F)F)n1 | 0% | -1% | -2% | -18% | 5.7% | -1.0% | -0.1% | 4% | 1.5 | 45
COc1cccc(NC2SC(=O)N(c3ccccc3)C2=O)c1 (stereo unspecified) | 4% | 0% | -1% | 8% | 1.5% | -0.5% | -0.3% | -2% | -2.0 | 53
CN(C)CCNc1c(N)c(=O)oc2ccccc12 | 2% | 2% | x | -16% | 0.8% | 1.4% | -0.2% | 5% | -0.4 | 35
Cc1nc2ccccc2n1-c1nc(-c2ccco2)cc(C(F)(F)F)n1 | 7% | 6% | -2% | 20% | -0.9% | -2.5% | -0.5% | 10% | 6.5 | 79
Cc1cccc(N(CC(=O)NC2CC3CCC2C3)S(=O)(=O)c2ccccc2)c1 (stereo unspecified) | 4% | -2% | -8% | 10% | 0.8%[50 µM] | 1.5% | -1.6% | 6% | 1.4 | 41
O=C(c1cnn2c(C(F)(F)F)cc(-c3ccco3)nc12)N1CCCc2ccccc21 | 4% | -2% | -3% | -5% | 0.2% | 1.7% | -0.2% | 8% | -0.4 | 35

Overlap with the part before: 2 compounds, then new ones.
SMILES | MgcRacGAP inhibition | SIAH1 antagonists | Dengue-2 NS5 capping | AID2073 | UTI89 phage lysis | RSV CPE inhibition | West Nile virus CPE | Large T inhibition | NTR1 agonist | NTR1 agonist cell count 20 µM | others
Cc1cccc(N(CC(=O)NC2CC3CCC2C3)S(=O)(=O)c2ccccc2)c1 (stereo unspecified) | 4% | -2% | -8% | 10% | 0.8%[50 µM] | 1.5% | -1.6% | 6% | 1.4 | 41
O=C(c1cnn2c(C(F)(F)F)cc(-c3ccco3)nc12)N1CCCc2ccccc21 | 4% | -2% | -3% | -5% | 0.2% | 1.7% | -0.2% | 8% | -0.4 | 35
Cc1ccc2cc(C#N)c(SCc3nnc(-c4ccccc4[N+](=O)[O-])o3)nc2c1 | 4% | -1% | -9% | -11% | 3.9% | -0.1% | -0.6% | 0% | 5.4 | 49
CC(C)(C)c1ccc(OCCOc2ccc(C(C)(C)C)cc2NC=O)c(NC=O)c1 | 5% | -2% | -2% | 25% | 0.3% | 20% | u | 1% | 43* | 37*
COc1ccccc1OCCCC(=O)Nc1ccc([N+](=O)[O-])cc1Br | 5% | 0% | -5% | -14% | -0.2% | 1.2% | -0.9% | 11% | 1.1 | 48
CCCCOC(=O)C1=C(C)Nc2ncnn2C1c1cc(OC)c(OC)cc1OC (stereo unspecified) | 6% | 6% | -1% | 0% | 0.3% | -0.8% | 0.3% | -1% | 0.1 | 87 | Dengue-2 NS5 capping pilot replicate=-0.9
COc1cccc2sc(N(CCCN(C)C)C(=O)COc3ccc(Cl)cc3)nc12 | 12% | -4% | -1% | -4% | 0.5%[50 µM] | 0.8% | -0.2% | 16% | 2.0 | 59
COCCNc1nc(=S)[nH]c2cc(OC)c(OC)cc12 | 15% | 1% | 5% | -39% | 0.0% | -0.3% | 0.2% | x | 1.3 | 65
COc1ccc2[nH]c(=O)c(CN(C(C)=O)c3ccc(C)c(C)c3)cc2c1 | 4% | 2% | -8% | 1% | -0.3% | 14% | -1.3% | 13% | 0.7 | 53 | Dengue-2 NS5 capping pilot replicate=-4.9
CN(C)c1ccc(N/C=C/C(=O)C(C)(C)C)cc1 | 8µM* | 0% | 21% | -27% | 2.0% | 2.0% | 0.0% | 28% | -1.0 | 93
CCc1ccc(/C=C2/SC(=S)N(CCC(=O)NCCCN3CCOCC3)C2=O)cc1 | 7% | 0% | 1% | -5% | 2.4%[50 µM] | 0.3% | -0.7% | 8% | 1.0 | 71
CC1(C)Oc2ccc(/C=C/C(=O)N3CCOCC3)c(O)c2C(N2CCOCC2)C1O (stereo unspecified) | x | 6% | x | 16% | x | 3.6% | 0.2% | 9% | 0.9 | 39
O=c1cc2c(nn1Cc1ccc(Cl)cc1)-c1ccccc1CC2 | -6% | -4% | -8% | 17% | -0.6% | 19% | -0.1% | 6% | -1.4 | 98
O=C(CCNS(=O)(=O)c1cccs1)NCc1ccccc1 | 4% | -2% | -6% | 2% | 1.0% | 0.2% | 0.1% | 7% | -0.4 | 42
CCC(=O)Nc1ccc2c(c1)nc(CCN1CCN(c3ccccc3)CC1)n2C | 10% | 0% | -1% | 2% | -0.4% | 0.3% | -0.1% | 2% | -0.7 | 54
Oc1ccc2ccccc2c1CN1CCN(c2ccccc2F)CC1 | 5% | 13% | -2% | 0% | -0.5% | x | -0.2% | 7% | -3.4 | 60
O=C(NCC1CCCO1)c1ccc2c(c1)C(=O)N(C1CCCCC1)C2=O (stereo unspecified) | 11% | 3% | 4% | 4% | 0.3% | -1.2% | 0.3% | 4% | 3.7 | 36
Cc1ccc2c(c1)N(CCC(=O)NCc1cccs1)C(=O)C(C)O2 (stereo unspecified) | -1% | 1% | -6% | -5% | 2.1% | 2.8% | -0.6% | 3% | -0.5 | 106
COc1ccc2nc(NC(=O)c3ccoc3C)sc2c1 | 1% | 6% | -5% | 2% | -1.9% | -0.7% | 0.8% | 13% | 0.3 | 83
CC(=O)Nc1ccc(S(=O)(=O)Nc2ccccc2C(=O)N2CCCCC2)cc1 | 9% | -7% | 6% | 5% | 0.1% | 0.7% | 0.1% | -2% | 0.5 | 57
C/C=C\C(=O)Nc1cccc(C2=NOC3(C2)C[C@@H](C(N)=O)N(C(=O)c2ccccc2)C3)c1 (stereo partly specified) | 13% | -3% | 1% | 32% | 3.1% | 2.0% | 0.1% | 6% | -4.2 | 98
C[C@H]1[C@H](NC(=O)C(=NOC(C)(C)C(=O)O)c2csc(N)n2)C(=O)N1S(=O)(=O)O | 3% | x | 2% | x | 7.5% | -1.5% | x | 10% | -2.4 | 60
O=Cc1c(NCc2ccc(F)cc2)c2ccccc2[nH]c1=O | 16% | -2% | x | 6% | 1.6% | -1.4% | -0.1% | -3% | -0.1 | 63
CCN(CC)S(=O)(=O)c1cccc(NC(=O)CC2CCCC2)c1 | 1% | 6% | -10% | 8% | 0.3% | 2.0% | -0.5% | 6% | -0.5 | 40
Cc1ccc(N2C(=O)CN(Cc3ccccc3)C2=S)cc1C | x | -1% | 1% | -7% | 0.5% | 8.0% | -1.8% | 10% | 2.3 | 107
O=C(COC(=O)Cc1ccc(Br)cc1)NCc1ccc(F)cc1 | 8% | 1% | 1% | 2% | 0.4% | 0.8% | 0.1% | 5% | -1.6 | 69
Cc1ccccc1N1CCN(S(=O)(=O)N(C)C)CC1 | -4% | -2% | 6% | -6% | -0.1% | 0.9% | 0.0% | 4% | 1.5 | 43
CC(C)(C)OC(=O)N1CCN(C(=O)Cn2cc(CCO)nn2)CC1 | 5% | 1% | 5% | 17% | 0.8% | 2.8% | 0.2% | 4% | 0.7 | 107
CC(=O)N1CCc2cc(S(=O)(=O)NC(C(=O)NCc3ccccc3)C(C)C)ccc21 (stereo unspecified) | 6% | -4% | 2% | 0% | 0.7% | -0.9% | -0.3% | 6% | 0.5 | 52
CSCC[C@H](NC(=O)N1C[C@H]2C[C@@H](C1)c1cccc(=O)n1C2)C(=O)Nc1ccc(NC(C)=O)cc1 | 2% | -2% | -7% | 6% | 5.2% | 2.5% | -0.6% | x | 1.4 | 82
COc1cc(C)c(NC(=O)C(=S)NCCc2ccccc2)cc1C | 15% | 3% | -1% | 24% | 0.6% | 2.3% | -0.7% | 5% | 5.9 | 60
CC(C)(C)c1ccc(OC(=O)c2cccnc2)cc1 | 0% | 1% | 5% | 8% | 0.2% | 0.8% | 0.2% | 0% | 1.7 | 92
Cc1cc(/C=N/NC(N)=O)c(C)n1-c1ccc(F)cc1 | 1% | 10% | -1% | -5% | 0.0% | 14% | 0.0% | 4% | -2.3 | 48
COc1ccc(N2CC(C(=O)NC3CCSC3=O)CC2=O)cc1 (stereo unspecified) | 5% | -3% | 0% | -1% | 0.4% | 1.1% | 0.1% | -1% | 0.4 | 45
O=S(=O)(c1cc(F)ccc1F)N1CCN(c2ncccn2)CC1 | 4% | 1% | -5% | -8% | -0.3% | 4.2% | -0.6% | 4% | -0.1 | 73
N#Cc1c(C(F)(F)F)cc(-c2ccccc2)nc1SCc1nc(N)nc(N2CCOCC2)n1 | -1% | 0% | u | 38% | -3.2% | 3.4% | 0.4% | -2% | -2.4 | 57
COc1ccc(CNC(=O)CS(=O)Cc2nc(-c3ccc(OC)c(OC)c3)oc2C)cc1 (stereo unspecified) | 11% | -3% | 1% | -13% | 0.3% | -0.3% | -0.6% | 9% | 0.0 | 60

Three structures from above, ordered by formula weight, lowest first.
SMILES | MgcRacGAP inhibition | SIAH1 antagonists | Dengue-2 NS5 capping | AID2073 | UTI89 phage lysis | RSV CPE inhibition | West Nile virus CPE | Large T inhibition | NTR1 agonist | NTR1 agonist cell count 20 µM | others
CC(C)(C)c1ccc(OC(=O)c2cccnc2)cc1 | 0% | 1% | 5% | 8% | 0.2% | 0.8% | 0.2% | 0% | 1.7 | 92
Cc1cc(/C=N/NC(N)=O)c(C)n1-c1ccc(F)cc1 | 1% | 10% | -1% | -5% | 0.0% | 14% | 0.0% | 4% | -2.3 | 48
CC(=O)N1CCc2cc(S(=O)(=O)NC(C(=O)NCc3ccccc3)C(C)C)ccc21 (stereo unspecified) | 6% | -4% | 2% | 0% | 0.7% | -0.9% | -0.3% | 6% | 0.5 | 52

Screening results: PubChem BioAssay, several laboratories
